RGS7-Gao reg: RGS7-Galphao binding modulators, primary screen, biochemical, multiplexed bead flow cytometry. Guanine nucleotide-binding protein G(o) subunit alpha (Homo sapiens), P09471. actives lie on both sides. binding response (% of control), % at 10 µM. 0.35% of 220,000 active; in the data active = binding response below about 49% or above about 150%;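 note: fluorescent Galphao held in activated GDP-AlF4 state binding bead-coupled RGS7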
Bim-Bcl-2: inhibitors of Bim-Bcl-2 binding, primary screen, biochemical, multiplexed, human Bcl-2 family. Apoptosis regulator Bcl-2 (Homo sapiens), P10415. Bead-based flow cytometry, Bim peptide-Bcl-2 binding. inhibition, % at 10 µM. 0.06% of 190,000 active; in the data active = inhibition above about 40%;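 note: 0% = no compound wells with probe peptide and 100% = reference peptide inhibitor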
Target sequence (P10415 whole entry, looked up): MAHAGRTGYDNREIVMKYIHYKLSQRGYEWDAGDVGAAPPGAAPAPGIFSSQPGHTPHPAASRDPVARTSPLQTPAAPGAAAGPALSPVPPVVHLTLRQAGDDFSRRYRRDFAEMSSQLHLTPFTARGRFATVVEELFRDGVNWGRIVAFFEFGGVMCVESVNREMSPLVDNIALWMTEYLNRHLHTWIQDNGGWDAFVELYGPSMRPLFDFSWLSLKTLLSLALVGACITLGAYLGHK
Bcl-W Bim block: inhibitors of Bim binding to Bcl-W, primary screen, biochemical, multiplexed, bead-based flow cytometry | Bcl-2-like protein 2 (Homo sapiens), Q92843 | inhibition, % at 10 µM | 0.02% of 190,000 active | AID 952, 2007 | Bim peptide-Bcl-W binding;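 note: 0% = bound tracer without compound and 100% = peptide blocker; higher means less fluorescent Bim peptide bound to Bcl-W beads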
Target sequence (Q92843 whole entry, looked up): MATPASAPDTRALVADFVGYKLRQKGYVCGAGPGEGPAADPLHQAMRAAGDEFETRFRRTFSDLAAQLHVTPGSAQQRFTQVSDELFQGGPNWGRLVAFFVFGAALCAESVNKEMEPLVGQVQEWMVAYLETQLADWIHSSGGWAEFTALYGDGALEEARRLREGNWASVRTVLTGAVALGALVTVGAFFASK
Bcl-XL Bim block: inhibitors of Bim-Bcl-XL binding, primary screen, biochemical, multiplexed, bead flow cytometry, human Bcl-XL; Bcl-2-like protein 1 (Homo sapiens), Q07817; 0.04% of 190,000 active; inhibition, % at 10 µM; Bim peptide-Bcl-XL binding, fluorescence
Avidin fluor: green autofluorescence of compounds with avidin beads – biophysical, 488/530 nm, flow cytometry, artefact control, profiling panel | 0.38% of 220,000 active | compound fluorescence 488/530 nm; stronger effect = higher value | fluorescence (KMESF) at 10 µM; in the data active = fluorescence above about 47; note: inactives centre near 10
RGS4-Gao reg: modulators of RGS4 binding to Galphao, primary screen, biochemical, multiplexed bead flow cytometry; Guanine nucleotide-binding protein G(o) subunit alpha (Homo sapiens), P09471; actives lie on both sides; binding response (% of control), % at 10 µM; 0.33% of 220,000 active; AID 1415, 2008; in the data active = binding response below about 49% or above about 150%; inactive = in between;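 note: fluorescent Galphao activated with aluminum fluoride binding bead-coupled RGS4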
Bim-Bfl-1: inhibitors of Bim binding to Bfl-1, primary screen, biochemical, multiplexed, bead-based flow cytometry; Bcl-2-related protein A1 (Homo sapiens), Q16548; Bim-Bfl-1 binding inhibition; inhibition, % at 10 µM; 0.12% of 190,000 active; AID 1008, 2008;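 note: 0% = wells without compound plus tracer and 100% = blocker peptide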
Bim-Bcl-B: inhibitors of Bim-Bcl-B binding, primary screen, biochemical, multiplexed, human Bcl-2 family; bead-based flow cytometry, Bim peptide-Bcl-B binding; inhibition, % at 10 µM; 0.073% of 190,000 active; AID 951, 2007;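 note: 0% = tracer peptide without compound and 100% = reference inhibitor peptide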
GSH bead fluor: compound fluorescence on glutathione beads, profiling panel, artefact control, biophysical, 488/530 nm, flow cytometry. GSH beads flow cytometry, compound fluorescence 488/530 nm; stronger effect = higher value. fluorescence (KMESF) at 10 µM. 0.25% of 190,000 active; in the data active = fluorescence above about 89;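 note: glutathione beads carrying GST-tagged Bcl family fusion proteins plus one bare bead set; values are compound well signal with DMSO vehicle wells as background; inactives centre near 16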
ABCB1 block: ABCB1 efflux pump inhibitors, primary screen, cell-based, multiplex, flow cytometry, ABCG2 counter-screen; ATP-dependent translocase ABCB1 (Homo sapiens), P08183; CCRF-Adr cells, JC-1 efflux; inhibition, % at 6.6 µM; 0.067% of 190,000 active; AID 1326, 2008; in the data active = inhibition above about 40%;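 note: 0% = vehicle and 100% = reference inhibitor; higher value means more JC-1 retained so stronger ABCB1 efflux block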
ABCG2 block: ABCG2 efflux pump inhibitors, primary screen, multiplex with ABCB1, IgMXP3 cells, flow cytometry; 0.1% of 190,000 active; Broad substrate specificity ATP-binding cassette transporter ABCG2 (Homo sapiens), Q9UNQ0; JC-1 efflux; inhibition, % at 6.6 µM;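 active = inhibition above 80%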;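 note: 0% = DMSO and 100% = nicardipine control wells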
Target sequence (Q9UNQ0 whole entry, looked up): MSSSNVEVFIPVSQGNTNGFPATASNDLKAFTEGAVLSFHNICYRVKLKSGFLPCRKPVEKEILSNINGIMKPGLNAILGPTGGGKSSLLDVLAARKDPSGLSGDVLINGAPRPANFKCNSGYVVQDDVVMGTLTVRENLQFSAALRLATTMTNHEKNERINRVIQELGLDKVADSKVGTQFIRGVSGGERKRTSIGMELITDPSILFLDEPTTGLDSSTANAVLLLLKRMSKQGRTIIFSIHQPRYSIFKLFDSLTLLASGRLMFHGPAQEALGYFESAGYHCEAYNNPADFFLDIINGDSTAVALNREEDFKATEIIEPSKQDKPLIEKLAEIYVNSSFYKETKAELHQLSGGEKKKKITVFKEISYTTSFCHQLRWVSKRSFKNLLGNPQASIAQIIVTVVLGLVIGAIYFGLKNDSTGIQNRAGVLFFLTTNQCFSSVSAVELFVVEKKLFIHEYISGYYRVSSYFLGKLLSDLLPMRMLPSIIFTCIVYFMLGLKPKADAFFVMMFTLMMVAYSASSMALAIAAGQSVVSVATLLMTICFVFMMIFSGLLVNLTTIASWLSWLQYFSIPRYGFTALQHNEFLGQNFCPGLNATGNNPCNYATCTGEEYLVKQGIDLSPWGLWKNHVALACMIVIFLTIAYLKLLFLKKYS
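Measure – % inhibition of efflux relative to nicardipine and DMSO · Test system – ABCG2 IgMXP3 and barcoded ABCB1 CCRF-Adr cell mix · Control set – nicardipine as high control, DMSO as low control · Compound – one concentration, 6.6 µM final · Signal – flow cytometry of retained JC-1 fluorescence · Timing – 10 min exposure at 25 °C with rotation, no wash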
Starred values were filed as active, the others as inactive; x = not tested or not shown. Cut-off read from the data, not from the text of the source, unless noted: active = inhibition above about 40%.

SMILES | RGS7-Gao reg | Bim-Bcl-2 | Bcl-W Bim block | Bcl-XL Bim block | Avidin fluor | RGS4-Gao reg | Bim-Bfl-1 | Bim-Bcl-B | GSH bead fluor | ABCB1 block | ABCG2 block
CN1CC(C(=O)c2ccc(F)cc2)C(c2c(F)cccc2Cl)C1 (stereo unspecified) | 99.8 | 0.0 | 5.0 | 7.0 | 7 | 98.3 | 5.0 | 0.0 | 19 | 1.2 | 6.8
Fc1ccccc1CCNCc1ccccc1 | 99.6 | -3.0 | -2.0 | -1.0 | 4 | 97.9 | -3.0 | -2.0 | 7 | 0.1 | 4.3
COC(=O)C(O)(c1ccc(NC(=O)Oc2ccccc2)cc1)C(F)(F)F (stereo unspecified) | 101.1 | -9.0 | -1.0 | -2.0 | 16 | 101.5 | -9.0 | -4.0 | 9 | 0.4 | 1.3
COCCCN1CCN(c2nnc3n2-c2sc(Br)cc2C(c2ccccc2Cl)=NC3)CC1 | 96.5 | -3.0 | -1.0 | -5.0 | 4 | 98.0 | -13.0 | -6.0 | 24 | 1.1 | 2.2
Cc1ccsc1C(=O)C1CCCN(Cc2cnn(C)c2)C1 (stereo unspecified) | 102.0 | -7.0 | -2.0 | -5.0 | 7 | 100.2 | -7.0 | -3.0 | 17 | 0.8 | 7.0
CCN1C(=O)c2ccccc2Sc2ccc(C(=O)N3CCC4(CC3)OCCO4)cc21 | 100.2 | -8.0 | -5.0 | -10.0 | 13 | 100.6 | -26.0 | -10.0 | 31 | 1.2 | 15.7
CCOP(=O)(OCC)C(NC(=O)c1ccccc1Cl)=C(Cl)Cl | 97.2 | -1.0 | -4.0 | -20.0 | 2 | 104.6 | -5.0 | -4.0 | 60 | 0.6 | 1.3
O=C1/C(=C/c2ccc([N+](=O)[O-])cc2)N2CCC1CC2 | 100.1 | 0.0 | -2.0 | -1.0 | 7 | 98.2 | 0.0 | 0.0 | 17 | -0.5 | -4.0
Cc1nn(Cc2ccccc2Cl)c(Cl)c1C(=O)OCC(=O)NCc1ccco1 | 97.0 | -2.0 | -2.0 | -1.0 | 9 | 97.8 | -2.0 | -1.0 | 30 | 0.4 | 5.3
CC(=O)NN1C(=O)c2ccccc2NC1c1cccnc1 (stereo unspecified) | 105.0 | -5.0 | 0.0 | -1.0 | 11 | 104.2 | -3.0 | -2.0 | 19 | 0.0 | -0.8
O=C(NC(c1ccc(Cl)cc1)P(=O)(Oc1ccccc1)Oc1ccccc1)OCc1ccccc1 (stereo unspecified) | 100.5 | -23.0 | -25.0 | -22.0 | 7 | 101.2 | -22.0 | -32.0 | 43 | 0.0 | -0.7
O=C(c1n[nH]c(=O)c2ccccc12)N1CCC2(CC1)OCCO2 | 99.4 | -7.0 | -6.0 | -6.0 | 8 | 100.5 | -5.0 | -6.0 | 15 | 0.7 | 1.2
N/C(=N/[N+](=O)[O-])N1CCN(C(=O)c2ccc(Cl)cc2)CC1 | 103.0 | -1.0 | -1.0 | -3.0 | 11 | 102.1 | -8.0 | -10.0 | 17 | 0.5 | 1.5
O=[N+]([O-])c1ccc(N2CCCC2)c2ncccc12 | 91.5 | 1.0 | -1.0 | -1.0 | 7 | 94.7 | 4.0 | 4.0 | 17 | 0.8 | 9.4
Cc1ccc(C2NC(=S)NC(c3ccc(C)cc3)C23C(=O)NC(=O)NC3=O)cc1 (stereo unspecified) | 99.9 | -5.0 | 1.0 | 5.0 | 9 | 103.1 | -1.0 | -20.0 | 63 | 1.5 | 4.1
Cc1cccc(C(=O)NC(Oc2ccccc2)C(Cl)(Cl)Cl)c1 (stereo unspecified) | 97.5 | 0.0 | -3.0 | -3.0 | 34 | 100.1 | -3.0 | -1.0 | 12 | 0.3 | 2.2
Cc1nc(Cl)sc1C(=O)Nc1ccc2ccccc2c1 | 92.7 | x | x | x | 16 | 97.7 | x | x | x | 1.2 | 2.0
CN1CCN(c2cc([N+](=O)[O-])ccc2Cl)CC1 | 100.8 | -4.0 | -3.0 | -5.0 | 10 | 103.3 | -6.0 | -7.0 | 14 | 0.5 | -0.2
COc1ccc(OC)c(NC2=NCCCS2)c1 | 105.1 | -4.0 | 2.0 | 1.0 | 9 | 98.9 | -1.0 | 2.0 | 15 | 0.6 | 4.0
CN(C)Cc1ccccc1OC(=O)N(C)C | 100.1 | -5.0 | 0.0 | -6.0 | 15 | 98.7 | -15.0 | -7.0 | 34 | 0.3 | 13.4
CC(C)CCOC(=O)c1c(N)n(CC2CCCO2)c2nc3ccccc3nc12 (stereo unspecified) | 97.7 | -1.0 | -1.0 | 0.0 | 36 | 97.7 | 0.0 | 0.0 | 12 | 2.0 | 6.2
CC(C)N1C(=O)/C(=C/C=C/c2ccco2)C(=O)N(Cc2ccco2)C1=O | 95.3 | -1.0 | 0.0 | 1.0 | 8 | 98.7 | 0.0 | 0.0 | 21 | 0.2 | 1.3
O=C1NC(=O)C(CCc2ccncc2)(CCc2ccncc2)C(=O)N1Cc1ccc(F)cc1 | 101.6 | -2.0 | 0.0 | -2.0 | 7 | 100.9 | -5.0 | -4.0 | 14 | 2.4 | 11.0
CN(C)c1ccc(/C=C2/C(=O)NC(=O)N(Cc3ccco3)C2=O)cc1 | 99.0 | 0.0 | -2.0 | -5.0 | 9 | 100.5 | 0.0 | -1.0 | 11 | -0.6 | -4.8
COC(=O)N1CCN(C(=O)Cc2ccc(Cl)c(Cl)c2)C(CN2CCCC2)C1 (stereo unspecified) | 97.1 | -3.0 | 0.0 | 0.0 | 6 | 97.9 | -2.0 | 0.0 | 70 | x | -0.5

The list continues.
SMILES | RGS7-Gao reg | Bim-Bcl-2 | Bcl-W Bim block | Bcl-XL Bim block | Avidin fluor | RGS4-Gao reg | Bim-Bfl-1 | Bim-Bcl-B | GSH bead fluor | ABCB1 block | ABCG2 block
OCC12CO[C@@H]3c4ccccc4[C@H](OC1)N32 (stereo partly specified) | 109.5 | -3.0 | -3.0 | 2.0 | 8 | 109.8 | -3.0 | -4.0 | 25 | 0.9 | 3.1
OCCNc1c2c(nc3ccccc13)CCCC2 | 103.2 | -1.0 | 0.0 | -1.0 | 27 | 103.3 | -4.0 | 0.0 | 15 | 0.1 | -0.8
O=C(C[N+]12CCC(CC1)C(CO)C2)c1ccc([N+](=O)[O-])cc1 (stereo unspecified) | 98.4 | 1.0 | 2.0 | -1.0 | 14 | 101.8 | 0.0 | -6.0 | 14 | 0.3 | 0.0
O=C1CN=C(c2cccs2)c2c(sc3c2CCCC3)N1 | 98.2 | 2.0 | 0.0 | -3.0 | 12 | 97.2 | -2.0 | 0.0 | 15 | 0.3 | 1.4
CN(C)C(=O)Oc1ccc(-c2nnco2)cc1 | 100.7 | 0.0 | -1.0 | -4.0 | 3 | 96.3 | -4.0 | -2.0 | 15 | -1.4 | -0.4
Cc1ccc(Cn2nc(C)c(C=O)c2Cl)cc1 | 94.1 | -1.0 | -1.0 | -4.0 | 10 | 95.1 | -5.0 | -1.0 | 18 | -1.6 | -2.7
N#CC1=C(N)Oc2c(c(=O)sc3ccccc23)C1c1ccncc1 (stereo unspecified) | 104.7 | 4.0 | 2.0 | 1.0 | 9 | 101.3 | -3.0 | 1.0 | 10 | -1.6 | 5.1
CN1CCN(c2ncnc(Cl)c2N)CC1 | 103.1 | -4.0 | -2.0 | -2.0 | 13 | 100.8 | -5.0 | -5.0 | 13 | 0.6 | 0.8
CC(C)[C@H]1C(=O)O[C@H](C(C)C)C(=O)N(C)[C@@H](C(C)C)C(=O)O[C@H](C(C)C)C(=O)N(C)[C@@H](C(C)C)C(=O)O[C@H](C(C)C)C(=O)N1C | 99.0 | -2.0 | 2.0 | 4.0 | 7 | 97.1 | 0.0 | -4.0 | 24 | 0.8 | 6.1
CCCC12CN3CC(CCC)(CN(C1)C3c1ccccn1)C2=O (stereo unspecified) | 100.6 | -11.0 | -2.0 | -6.0 | 16 | 104.1 | -11.0 | -8.0 | 28 | 1.4 | 3.6
CC12CCC3C(CC=C4CC(O)CCC43C)C1C/C(=C\c1ccccc1F)C2=O (stereo unspecified) | 96.0 | -6.0 | -5.0 | -9.0 | 13 | 98.7 | -6.0 | -11.0 | 12 | 1.2 | 12.7
Cc1ccccc1OCCN=Cc1c(O)n(C)c(=O)n(C)c1=O | 95.4 | -4.0 | -2.0 | -4.0 | 32 | 94.5 | 0.0 | -3.0 | 13 | 0.5 | 2.8
CN(C)c1cccc2c(C#N)ccc(N(C)C)c12 | 98.3 | -4.0 | 0.0 | 0.0 | 20 | 95.5 | 2.0 | -2.0 | 12 | 0.3 | 0.4
Cc1nc2cc(C(F)(F)F)ccc2n1C1CCN(Cc2nnnn2CCc2ccccc2)CC1 | 99.5 | -10.0 | -1.0 | -2.0 | 5 | 96.2 | -1.0 | 0.0 | 21 | 8.0 | 4.9
CC(=NCc1ccc(F)cc1)c1c(O)n(C)c(=O)n(C)c1=O | 99.9 | -5.0 | 0.0 | 0.0 | 11 | 101.5 | -6.0 | -2.0 | 8 | 0.6 | 3.9
COc1ccc2[nH]c(C)c(CCN3CCC(=O)C(C)C3C)c2c1 (stereo unspecified) | 100.5 | 0.0 | 0.0 | -1.0 | 15 | 97.9 | 0.0 | 0.0 | 13 | 0.2 | 2.6
O=C(Cc1ccccc1)Oc1ccc(N2C(=O)C3CCCCC3C2=O)cc1 (stereo unspecified) | 100.7 | 4.0 | 0.0 | -1.0 | 6 | 100.7 | 1.0 | -2.0 | 20 | 0.1 | -0.5
Nc1ccc(C(=O)N/N=C2/CN3CCC2CC3)cc1 | x | -6.0 | 9.0 | -3.0 | x | x | -6.0 | -7.0 | 36 | -0.1 | 0.3
O=c1c2ccccc2ncn1-c1ccc([N+](=O)[O-])c(C(F)(F)F)c1 | 97.5 | 0.0 | -2.0 | -3.0 | 13 | 101.9 | -2.0 | -6.0 | 6 | 0.2 | 5.5

Reprinted at random: 3 compounds from above, in no set order.
SMILES | RGS7-Gao reg | Bim-Bcl-2 | Bcl-W Bim block | Bcl-XL Bim block | Avidin fluor | RGS4-Gao reg | Bim-Bfl-1 | Bim-Bcl-B | GSH bead fluor | ABCB1 block | ABCG2 block
O=c1c2ccccc2ncn1-c1ccc([N+](=O)[O-])c(C(F)(F)F)c1 | 97.5 | 0.0 | -2.0 | -3.0 | 13 | 101.9 | -2.0 | -6.0 | 6 | 0.2 | 5.5
COc1ccc2[nH]c(C)c(CCN3CCC(=O)C(C)C3C)c2c1 (stereo unspecified) | 100.5 | 0.0 | 0.0 | -1.0 | 15 | 97.9 | 0.0 | 0.0 | 13 | 0.2 | 2.6
CN(C)C(=O)Oc1ccc(-c2nnco2)cc1 | 100.7 | 0.0 | -1.0 | -4.0 | 3 | 96.3 | -4.0 | -2.0 | 15 | -1.4 | -0.4

Bioassay records as filed in PubChem.

Only part of the results is shown, so the mix of outcomes need not match the whole.
